All columns: NCI-60 one-dose screen, growth in % after 48 h at 10 µM unless noted; 100 = growth as untreated, 0 = no growth, -100 = all killed.
MOLT-4 = MOLT-4 leukemia cells. hit rate 6.9% among 80,000. AID 1794779
RPMI-8226 = RPMI-8226 leukemia cells. hit rate 7.5% among 77,000. AID 1794781
K-562 = K-562 leukemia. hit rate 7.4% among 78,000
EKVX = EKVX NSCLC; hit rate 3% among 71,000; AID 1794765
HOP-92 = HOP-92 NSCLC cells | hit rate 6.3% among 71,000 | AID 1794738
HOP-62 = HOP-62 NSCLC; hit rate 3.9% among 80,000
CCRF-CEM = CCRF-CEM leukemia | hit rate 7% among 77,000
SR = SR leukemia cells | hit rate 8.7% among 73,000
* = called active by the depositor. The calls were made as follows: active = growth percent below 10; inactive = the rest.

How did CCOc1ccc(NC(=S)N2CCC(CCCC3CCN(C(=S)Nc4ccc(OCC)cc4)CC3)CC2)cc1 do in these assays?
MOLT-4: 73.7; RPMI-8226: 65.8; K-562: 61.5; EKVX: 60.5; HOP-92: 59.2; HOP-62: 103.7; CCRF-CEM: 81.6; SR: 95.2

Results for C=C(C)[C@@H]1CC[C@]2(CO)CC[C@]3(C)[C@H](CC[C@@H]4[C@@]5(C)C=C(C#N)C(=O)C(C)(C)[C@@H]5CC[C@]43C)[C@@H]12 ?
RPMI-8226: -20.9*; K-562: 7.8*; EKVX: 15.4; HOP-92: 8.4*; HOP-62: 23.2; CCRF-CEM: 2.2*

Results for CCOC(=O)c1c(C)nc2c(c1N)CC(=O)N2Cc1cc(OC)cc(OC)c1 ?
MOLT-4: 78.7; RPMI-8226: 85.6; K-562: 91.0; EKVX: 95.1; HOP-92: 89.3; HOP-62: 93.5; CCRF-CEM: 111.4; SR: 88.5

What do the screens show for `NC(CCC(=O)O)C(=O)NNc1n[nH]c(=S)n1N` (stereo unspecified)?
MOLT-4: 112.1; RPMI-8226: 106.7; K-562: 109.6; EKVX: 105.7; HOP-92: 98.7; HOP-62: 106.3; CCRF-CEM: 106.4; SR: 114.2

How did COc1ccc2c(c1)C1=NN(C(C)=O)C(c3cc(OC)c(OC)c(OC)c3)C1C2 (stereo unspecified) do in these assays?
MOLT-4: 94.7; RPMI-8226: 94.5; K-562: 70.2; EKVX: 81.9; HOP-92: 82.9; HOP-62: 94.2; CCRF-CEM: 99.9; SR: 86.9

What do the screens show for `Cc1cccc(/C=C/c2nn3c(-c4ccco4)nnc3s2)c1`?
MOLT-4: 103.6; RPMI-8226: 100.1; K-562: 93.0; EKVX: 81.3; HOP-92: 119.2; HOP-62: 100.5; CCRF-CEM: 99.4; SR: 79.0

What do the screens show for `N/C(=N\c1nc2ccccc2[nH]1)NC(=O)Cc1cccc2ccccc12`?
MOLT-4: 30.4; RPMI-8226: 92.9; K-562: 107.3; EKVX: 75.6; HOP-92: 64.6; HOP-62: 108.3; CCRF-CEM: 86.0; SR: 114.6

What do the screens show for `C=C(C)[C@H]1CC2=C(C(=O)OC)C=C(/C=C(\C)C[C@H]3C=C(CC1=O)C(=O)O3)O2`?
MOLT-4: 100.9; K-562: 96.5; EKVX: 104.7; HOP-92: 87.3; HOP-62: 101.6; CCRF-CEM: 99.6; SR: 81.6

How did c1ccc(-c2n(Cc3ccc4ccccc4c3)cc[n+]2Cc2ccc3ccccc3c2)cc1 do in these assays?
MOLT-4: -24.9*; RPMI-8226: -37.0*; K-562: -36.7*; EKVX: 3.5*; HOP-92: -69.6*; HOP-62: -44.8*; CCRF-CEM: 6.9*; SR: -42.2*

Results for COC(=O)c1cc(-c2cccnc2)[nH]c(=O)c1C#N ?
MOLT-4: 111.3; RPMI-8226: 114.5; K-562: 105.7; EKVX: 92.4; HOP-92: 96.9; HOP-62: 100.1; CCRF-CEM: 106.6

What do the screens show for `CCOC(=O)c1csc(NC(=O)c2ccc(Nc3ccc(Cl)c(Cl)c3)c([N+](=O)[O-])c2)n1`?
MOLT-4: 105.2; RPMI-8226: 104.2; K-562: 96.7; EKVX: 78.4; HOP-92: 82.8; HOP-62: 102.7; CCRF-CEM: 101.0; SR: 107.7

What do the screens show for `NC(=O)Nc1ccc(-n2cnc3cc(-c4ccc(O)cc4)ccc32)cc1`?
MOLT-4: 84.9; RPMI-8226: 91.5; K-562: 89.3; EKVX: 112.1; HOP-92: 149.3; HOP-62: 104.2; CCRF-CEM: 94.5; SR: 88.1

What do the screens show for `CCCCCCCCCCCCC1CCC(=O)O1` (stereo unspecified)?
MOLT-4: 95.5; RPMI-8226: 97.4; K-562: 97.1; EKVX: 92.7; HOP-62: 91.8; CCRF-CEM: 105.2; SR: 93.6

What do the screens show for `CC(=O)O[C@H]1Cc2c([nH]c3ccccc23)[C@H](c2ccc(Cl)cc2)N1C(=O)CCNC(C)(C)C`?
MOLT-4: 101.5; RPMI-8226: 97.2; K-562: 105.7; EKVX: 92.9; HOP-92: 83.8; HOP-62: 95.9; CCRF-CEM: 103.1; SR: 98.9

What do the screens show for `C/C(=N\NC(=O)CSc1nc2ccccc2c(=O)n1CCc1ccc(S(N)(=O)=O)cc1)c1ccccc1Cl`?
MOLT-4: 44.7; RPMI-8226: 55.7; K-562: 52.4; EKVX: 84.8; HOP-62: 92.2; CCRF-CEM: 65.8; SR: 67.4

How did O=C(Cn1c(=O)sc2nc3ccccc3nc21)Nc1ncc(Cc2ccc(Cl)c(C(F)(F)F)c2)s1 do in these assays?
MOLT-4: 97.9; RPMI-8226: 93.6; K-562: 78.6; EKVX: 74.5; HOP-92: 112.6; HOP-62: 98.1; CCRF-CEM: 105.5; SR: 115.7

How did O=S(=O)(NC1CC2CCC1C2)c1ccc2c(c1)/C(=N/O)c1cc(S(=O)(=O)NC3C4CC5CC(C4)CC3C5)ccc1-2 (stereo unspecified) do in these assays?
MOLT-4: 87.1; RPMI-8226: 81.8; K-562: 93.9; EKVX: 87.7; HOP-92: 79.8; HOP-62: 96.5; CCRF-CEM: 82.7; SR: 75.6

Results for COc1cc(Br)cc(C=O)c1O ?
MOLT-4: 122.9; RPMI-8226: 112.7; K-562: 106.1; EKVX: 95.6; HOP-92: 113.1; HOP-62: 105.4; CCRF-CEM: 112.7; SR: 98.5

How did COc1ccc(-c2nc(-c3nc4ccc(F)cc4[nH]3)c3ccccn23)cc1 do in these assays?
MOLT-4: 42.7; RPMI-8226: 16.0; K-562: 47.2; HOP-62: 91.9; CCRF-CEM: 37.1; SR: 34.0

How did O=C(CN1CCN(CC(=O)c2ccc(Cl)cc2)CC1)c1ccc(Cl)cc1 do in these assays?
MOLT-4: 103.4; RPMI-8226: 96.3; K-562: 90.0; EKVX: 98.3; HOP-92: 85.4; HOP-62: 100.0; CCRF-CEM: 95.2; SR: 102.6

How did N/N=c1\nc2c(cnn2-c2ccccc2)c2[nH]n3c(C(F)(F)F)nnc3[nH]n12 do in these assays?
MOLT-4: 113.2; RPMI-8226: 99.3; K-562: 119.9; EKVX: 97.2; HOP-92: 100.6; HOP-62: 104.7; CCRF-CEM: 100.7; SR: 112.8

Results for CCOC(=O)C(=Cc1cccc(Br)c1)C(=O)OCC ?
MOLT-4: 16.6; RPMI-8226: 12.9; K-562: 21.3; EKVX: 61.1; HOP-92: 12.9; HOP-62: 85.1; CCRF-CEM: 11.7; SR: 3.7*

What do the screens show for `CCOC(OCC)c1ccccc1`?
MOLT-4: 107.6; RPMI-8226: 104.0; K-562: 111.3; HOP-62: 109.5; CCRF-CEM: 99.1; SR: 105.5

What do the screens show for `COc1cnc2c(c1)C(=O)c1c-2n(CCCN2CCC(N)CC2)c(=O)c2cc([N+](=O)[O-])ccc12`?
MOLT-4: 0.3*; RPMI-8226: 39.6; K-562: 49.2; EKVX: 75.7; HOP-92: 67.1; HOP-62: 30.6; CCRF-CEM: 1.7*; SR: 2.8*

How did O=[N+]([O-])c1ccc(Cl)c(S(=O)(=O)O)c1 do in these assays?
MOLT-4: 89.7; RPMI-8226: 100.2; K-562: 100.2; EKVX: 111.4; HOP-62: 102.8; CCRF-CEM: 81.3; SR: 89.2

How did c1ccc2cc(C[n+]3ccn(CCCCCCn4cc[n+](Cc5ccc6ccccc6c5)c4)c3)ccc2c1 do in these assays?
MOLT-4: 74.9; RPMI-8226: 65.5; K-562: 28.3; EKVX: 37.3; HOP-92: 59.9; HOP-62: 55.8; CCRF-CEM: 84.2; SR: 69.0

Results for COc1cc(-c2c(C(N)=O)nnn2-c2cc(OC)c(OC)c(OC)c2)cc(OC)c1OC ?
MOLT-4: 99.7; RPMI-8226: 97.5; K-562: 110.5; HOP-92: 95.8; HOP-62: 102.0; CCRF-CEM: 91.5; SR: 82.4

What do the screens show for `N/C(=N/N=C\c1ccccc1Cl)N/N=C/c1ccccc1Cl`?
MOLT-4: 35.3; RPMI-8226: 42.0; K-562: 36.8; EKVX: 105.5; HOP-92: 52.5; HOP-62: 129.1; CCRF-CEM: 81.0

Results for CC1(c2ccc(Cl)cc2)N=C(N)Nc2nc3ccccc3n21 (stereo unspecified) ?
MOLT-4: 74.1; RPMI-8226: 89.7; K-562: 87.2; EKVX: 110.3; HOP-92: 91.2; HOP-62: 118.2; CCRF-CEM: 91.5

What do the screens show for `N#CCCNC(N)=O`?
MOLT-4: 111.6; RPMI-8226: 113.5; K-562: 120.9; EKVX: 98.5; HOP-92: 79.2; HOP-62: 110.4; CCRF-CEM: 112.4; SR: 137.7

Results for CC(C)(Oc1ccc([N+](=O)[O-])cc1)C(=O)O ?
MOLT-4: 118.5; RPMI-8226: 108.9; K-562: 115.1; EKVX: 101.9; HOP-62: 89.9; CCRF-CEM: 114.9; SR: 109.0

What do the screens show for `Cc1ccc(Cc2cnc(NC(=O)c3cc(Br)cs3)s2)cc1`?
MOLT-4: 36.1; RPMI-8226: 53.2; K-562: 15.0; EKVX: 78.3; HOP-92: 59.1; HOP-62: 50.8; CCRF-CEM: 31.8; SR: 18.2

What do the screens show for `C=C(C[n+]1ccccc1)[C@@H]1CC[C@]2(C(=O)OC)CC[C@]3(C)[C@H](CC[C@@H]4[C@@]5(C)CC[C@H](OC(C)=O)C(C)(C)[C@@H]5CC[C@]43C)[C@@H]12`?
MOLT-4: 89.6; RPMI-8226: 64.0; K-562: 76.9; EKVX: 99.4; HOP-92: 78.3; HOP-62: 103.2; CCRF-CEM: 87.9; SR: 92.7

Results for O=C(O)c1cc(Br)c(O)cc1O ?
MOLT-4: 95.3; RPMI-8226: 111.4; K-562: 92.2; EKVX: 99.7; HOP-92: 98.1; HOP-62: 102.8; CCRF-CEM: 123.4; SR: 97.3

How did Oc1c2c(n3cccc13)=c1ccc(Cl)cc1=N2 do in these assays?
MOLT-4: 84.9; RPMI-8226: 85.4; K-562: 97.2; EKVX: 63.3; HOP-92: 81.4; HOP-62: 87.8; CCRF-CEM: 85.9

How did O=C(Cc1ccccc1)Nc1nnc(NC2CCN(c3nnc(NC(=O)Cc4ccccc4)s3)CC2)s1 do in these assays?
MOLT-4: 91.3; RPMI-8226: 58.9; K-562: 87.9; EKVX: 90.2; HOP-92: 94.5; HOP-62: 75.9; CCRF-CEM: 72.4; SR: 84.9

Results for CC(=O)C(/C=N/C(N)=O)=C(/C)O ?
MOLT-4: 111.0; RPMI-8226: 111.6; EKVX: 108.0; HOP-92: 118.9; CCRF-CEM: 97.4; SR: 96.9

What do the screens show for `CCOC(=O)C1=C(N)N(c2ccc(C)cc2)C2=C(C(=O)CC(C)(C)C2)C1c1cccnc1` (stereo unspecified)?
MOLT-4: 105.7; RPMI-8226: 89.4; K-562: 93.0; EKVX: 98.2; HOP-92: 96.0; HOP-62: 95.4; CCRF-CEM: 98.5; SR: 90.5

Results for COc1cccc(/C=C2\N=C(Nc3ccc(O)cc3)NC2=O)c1 ?
MOLT-4: 71.1; RPMI-8226: 100.5; K-562: 88.8; EKVX: 91.8; HOP-92: 98.9; HOP-62: 108.8; CCRF-CEM: 78.7; SR: 77.5

What do the screens show for `C1=C2Sc3ccccc3N=C2c2ccccc2C1`?
MOLT-4: 98.9; RPMI-8226: 85.3; K-562: 96.5; EKVX: 107.8; HOP-92: 86.6; HOP-62: 103.6; CCRF-CEM: 91.8; SR: 102.6

What do the screens show for `CC1NC2CCCCC2C1CCNC(=O)C1CCN(C(=O)C2CCCCC2F)CC1` (stereo unspecified)?
MOLT-4: 95.5; RPMI-8226: 94.8; K-562: 101.6; EKVX: 98.6; HOP-92: 65.8; HOP-62: 98.2; CCRF-CEM: 94.9; SR: 99.2

What do the screens show for `COc1cc2c3c(c4c5ccccc5[nH]c4c2c(OC)c1OC)C(=O)N(CCN1CCCCC1)C3=O`?
MOLT-4: 12.9; RPMI-8226: -12.0*; K-562: 3.5*; EKVX: 35.1; HOP-92: 48.7; HOP-62: 41.7; CCRF-CEM: 3.4*; SR: 21.6

How did CC(=O)N/C(=C/c1ccccc1)C(=O)N1CCCC1C(=O)O (stereo unspecified) do in these assays?
MOLT-4: 117.4; RPMI-8226: 98.9; K-562: 116.1; HOP-92: 74.1; HOP-62: 100.2; CCRF-CEM: 99.5; SR: 146.4

Compounds were not picked by outcome (roughly 13% active in at least one column).
